Bioassay records from PubChem.
RTF Ca sens inh: cardiac RTF calcium desensitization. AID 493244. actives 0.12% (n = 340,000). P19429+P45379. IANBD-labeled cardiac RTF, Ca2+ fluorescence. inhibition, % at 7.15 µM;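 active = inhibition above the mean inhibition of all tested compounds plus 3 SD, cut at about 17% in these data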;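 note: assay run at fixed EC70 calcium of 1.6 mM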
Keap1 Nrf2 FP: disrupts human Keap1 binding to Nrf2 peptide; Q14145; Keap1 Kelch-Nrf2 peptide fluorescence polarization, 1536-well; inhibition, % at 9.4 µM; actives 0.15% (n = 340,000); AID 504523; in the data active = inhibition above about 12%;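 note: human Keap1 Kelch domain with fluorescein labeled Nrf2 9mer peptide probe; 0% = neutral control wells and 100% = peptide positive control; higher means more block of Keap1 binding to Nrf2 peptide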
CAL PDZ FP-1: CAL PDZ (human) peptide binding inhibition | Q9HD26 | purified CAL PDZ, TMR-peptide fluorescence polarization, 1 h | inhibition, % at 24.9 µM | actives 0.92% (n = 300,000) | AID 602252;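 active = mean inhibition of at least 30% with at least half of replicates also reaching 30%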;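 note: 0% = DMSO neutral control and 100% = excess unlabeled competitor peptide PRC23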
LANA DNA inh: KSHV C-LANA DNA binding inhibition | MBP-C-LANA/FAM-LBS DNA binding, fluorescence polarization | inhibition, % at 9 µM | actives 0.078% (n = 340,000) | AID 504423;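 active = highest replicate inhibition at or above 60% at 9 µM, even if other replicates fall short; inactive = all replicates below 60% inhibition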;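 note: 0% = neutral control wells and 100% = 4 µM acridine orange control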
NSD2 inh: inhibitors of human histone methyltransferase NSD2; O96028; NSD2 peptide methylation, AlphaScreen, 120 min; inhibition, % at 12.5 µM; actives 0.54% (n = 310,000); AID 743445; in the data active = inhibition above about 50%
V-ATPase pH: yeast V-ATPase proton transport regulation by pHLuorin | S. cerevisiae, pHLuorin cytosolic pH fluorescence | response, % at 10 µM | actives 0.37% (n = 350,000) | AID 504577; in the data active = response mostly above about 7.3%, no sharp cut-off; inactive = mostly below about 5.4%; note: actives read high; inactives centre near 0; some compounds called inactive have numbers as strong as hits
CAL PDZ FP-2: inhibitors of human CAL PDZ peptide binding; Q9HD26; purified CAL PDZ, TMR-peptide fluorescence polarization, 1 h; inhibition, % at 20 µM; actives 0.02% (n = 330,000); AID 504414;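 active = highest replicate inhibition of at least 40%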;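 note: plate controls were DMSO neutral control wells for no effect and unlabeled competitor peptide control wells for full effect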
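Test system: tagged CAL PDZ domain / Buffer or medium: sodium phosphate/NaCl buffer pH 7.4 with TCEP, IgG, Thesit / Reagent: TMR-labelled reporter peptide T*-PRC34 bound in PDZ groove / Compound dosing: single point, 20 µM / Schedule: 1 h incubation at room temperature before polarization reading / Technique: fluorescence polarization (mP) / Benchmarks: unlabelled peptide, DMSO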
Pemphigus Ab inh: human desmoglein-3 autoantibody binding inhibition | actives 0.48% (n = 310,000) | AID 588358 | binding (percent of control), % at 10 µM | DSG3-coupled beads, scFv-anti-DSG3-GFP binding, flow cytometry; active compounds read low | P32926;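 active = binding more than 3 SD below its plate's average and above zero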;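 note: hits lower antibody fragment binding to DSG3; some compounds called inactive have numbers as strong as hits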
DAGLB inh: blocks human DAGLB lipase activity | Q8NCG7 | HEK293T DAGLB membrane lysate, EnzChek fluorogenic substrate | inhibition, % at 5.17 µM | actives 0.059% (n = 340,000) | AID 504411; in the data active = inhibition above about 34%;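 note: 0% = enzyme with vehicle and 100% = wells lacking enzyme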
Target sequence (Q8NCG7 whole entry, looked up): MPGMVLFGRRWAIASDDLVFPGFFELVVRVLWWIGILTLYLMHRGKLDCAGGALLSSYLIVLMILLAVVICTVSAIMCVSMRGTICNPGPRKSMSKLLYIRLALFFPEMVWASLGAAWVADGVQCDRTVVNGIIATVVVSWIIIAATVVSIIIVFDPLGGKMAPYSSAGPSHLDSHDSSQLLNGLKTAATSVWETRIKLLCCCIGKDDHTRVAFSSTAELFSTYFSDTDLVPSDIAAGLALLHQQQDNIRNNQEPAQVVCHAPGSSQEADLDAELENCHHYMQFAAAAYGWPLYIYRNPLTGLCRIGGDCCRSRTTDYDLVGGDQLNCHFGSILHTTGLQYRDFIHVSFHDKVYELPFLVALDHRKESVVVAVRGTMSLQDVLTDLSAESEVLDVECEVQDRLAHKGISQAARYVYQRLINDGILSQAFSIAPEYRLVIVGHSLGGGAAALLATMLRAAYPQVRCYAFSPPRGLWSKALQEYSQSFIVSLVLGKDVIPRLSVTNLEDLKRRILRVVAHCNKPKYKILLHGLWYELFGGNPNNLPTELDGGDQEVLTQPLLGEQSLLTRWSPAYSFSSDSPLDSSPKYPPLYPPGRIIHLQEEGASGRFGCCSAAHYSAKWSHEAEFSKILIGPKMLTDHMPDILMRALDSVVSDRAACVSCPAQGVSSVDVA
Arr AP2 block: inhibitors of human beta-arrestin and AP2 interaction. FITC-arrestin peptide / GST-AP2 beads, flow cytometry; AP2 beta2 appendage carries R879A mutation. inhibition, % at 10 µM. actives 0.31% (n = 340,000). AID 504490;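 active = inhibition above a set limit, near 3 SD of compounds lacking own fluorescence, cut at about 54% in these data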;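 note: plate controls were DMSO wells for no effect and 5 µM unlabelled arrestin peptide for full effect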
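System: GST-AP2 R879A glutathione beads. Medium: PBS with 0.05% Tween 20 and 0.1% BSA. Also added: FITC-arrestin peptide, 50 nM. Incubation: 12 min plus 1 h, RT. Measured by: high-throughput flow cytometry of beads, ex 488, em 535 nm. Evaluation: percent drop in bead-associated FITC signal.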
Starred values were filed as active, the others as inactive. Only part of the results is shown; rates above refer to the full screens.

`Cn1c(O)c(N=NC(=O)CNC(=O)/C=C/c2ccccc2)c2ccccc21` gave RTF Ca sens inh 0, Keap1 Nrf2 FP -1, CAL PDZ FP-1 1, LANA DNA inh -0.6, V-ATPase pH 1, CAL PDZ FP-2 -3.0, Pemphigus Ab inh 97, DAGLB inh 1 and Arr AP2 block -9.
Screening COc1ccccc1CNC(=O)CCC1N=C2c3ccccc3N=C(SCC(=O)NCC3CCCO3)N2C1=O (configuration not stated) returned RTF Ca sens inh -7, Keap1 Nrf2 FP 1, CAL PDZ FP-1 -5, LANA DNA inh -1.3, NSD2 inh 0, V-ATPase pH -4, CAL PDZ FP-2 -0.9, DAGLB inh 1 and Arr AP2 block 35.
Screening O=C(Cc1ccc(F)cc1)OCC(=O)N1CCN(S(=O)(=O)c2ccc(Cl)cc2)CC1 returned RTF Ca sens inh -6, Keap1 Nrf2 FP -6, CAL PDZ FP-1 -1, LANA DNA inh 1.1, NSD2 inh -3, V-ATPase pH 5, CAL PDZ FP-2 -2.0, Pemphigus Ab inh 104, DAGLB inh -1 and Arr AP2 block 30.
Screening CCOC(=O)N1CCC(NC(=O)c2ccc(CO)c(C(=O)NC3CCN(C(=O)OCC)CC3)c2)CC1 returned RTF Ca sens inh -12, Keap1 Nrf2 FP -1, CAL PDZ FP-1 1, LANA DNA inh -0.2, NSD2 inh -1, V-ATPase pH 8, CAL PDZ FP-2 -2.2, Pemphigus Ab inh 129, DAGLB inh 4 and Arr AP2 block 7.
Screening CC1CCN(c2nc3ccc(C(=O)N4CCN(Cc5ccccc5)CC4)cc3s2)CC1 returned RTF Ca sens inh -1, Keap1 Nrf2 FP 5, LANA DNA inh 0.2, V-ATPase pH -4, CAL PDZ FP-2 -2.2, Pemphigus Ab inh 101, DAGLB inh -9 and Arr AP2 block -10.
`O=C1c2cc([N+](=O)[O-])ccc2-c2cc(Br)c(N=C(NO)C(F)(F)F)cc21` gave RTF Ca sens inh -9, Keap1 Nrf2 FP 2, CAL PDZ FP-1 -5, LANA DNA inh 2.6, NSD2 inh 1, V-ATPase pH 0, CAL PDZ FP-2 0.1, Pemphigus Ab inh 99, DAGLB inh 11 and Arr AP2 block 5.
`Cc1cccc(-n2c(O)c(C=NC3CCS(=O)(=O)C3)c3ccccc3c2=O)c1C` (configuration not stated) gave RTF Ca sens inh -9, Keap1 Nrf2 FP 2, CAL PDZ FP-1 -4, LANA DNA inh -1.0, NSD2 inh 0, V-ATPase pH -5, CAL PDZ FP-2 -0.2, Pemphigus Ab inh 99, DAGLB inh 1 and Arr AP2 block 37.
Screening O=C(CN1CCCC1)Nc1cc(F)ccc1F returned RTF Ca sens inh -2, Keap1 Nrf2 FP 2, CAL PDZ FP-1 -3, LANA DNA inh -0.4, NSD2 inh -1, V-ATPase pH -2, CAL PDZ FP-2 -2.4, Pemphigus Ab inh 101, DAGLB inh -1 and Arr AP2 block 16.
Screening Cc1ccc(C(=O)NNC(=O)C(C)Oc2ccc3ccccc3c2)o1 (configuration not stated) returned RTF Ca sens inh 0, Keap1 Nrf2 FP 1, CAL PDZ FP-1 0, LANA DNA inh 0.9, NSD2 inh 1, V-ATPase pH 2, CAL PDZ FP-2 -2.1, Pemphigus Ab inh 98, DAGLB inh -1 and Arr AP2 block 3.
For CCC(Sc1nc2n[nH]c(C)c2c(=N)n1-c1ccc(C)c(Cl)c1)C(=O)N1CCOCC1 (configuration not stated) the results were RTF Ca sens inh -7, Keap1 Nrf2 FP -5, CAL PDZ FP-1 4, LANA DNA inh 1.9, V-ATPase pH -2, CAL PDZ FP-2 -2.5, DAGLB inh 2 and Arr AP2 block -9.
COC(=O)c1ccc(OC)c(CSc2nnc(-c3ccc(C)cc3)o2)c1 was read as RTF Ca sens inh 2, Keap1 Nrf2 FP 1, CAL PDZ FP-1 3, LANA DNA inh -1.4, NSD2 inh -5, V-ATPase pH 6, CAL PDZ FP-2 0.7, Pemphigus Ab inh 101, DAGLB inh -1 and Arr AP2 block 30.
`COc1ccccc1N1CCN(CC(=O)Nc2ccc(Cl)c(C(F)(F)F)c2)CC1` gave RTF Ca sens inh -2, Keap1 Nrf2 FP 0, LANA DNA inh 0.7, NSD2 inh 0, V-ATPase pH -2, CAL PDZ FP-2 -2.4, Pemphigus Ab inh 100, DAGLB inh -7 and Arr AP2 block 22.
Screening COc1cc(C(=O)Nc2ccc(N(C)C)cc2)c([N+](=O)[O-])cc1OC returned RTF Ca sens inh 0, Keap1 Nrf2 FP 3, CAL PDZ FP-1 -2, LANA DNA inh 0.0, NSD2 inh 7, V-ATPase pH 3, CAL PDZ FP-2 -0.2, Pemphigus Ab inh 111, DAGLB inh 3 and Arr AP2 block 28.
CCn1c(Cn2nnc(-c3ccccc3)n2)nnc1SCC(=O)Nc1cccc(C)c1C was read as RTF Ca sens inh 0, Keap1 Nrf2 FP -2, CAL PDZ FP-1 0, LANA DNA inh -2.3, NSD2 inh 4, V-ATPase pH 2, CAL PDZ FP-2 -0.7, Pemphigus Ab inh 97, DAGLB inh -3 and Arr AP2 block 0.
For Cc1ccccc1-c1nn2c(-c3ccccc3)nnc2s1 the results were RTF Ca sens inh 5, Keap1 Nrf2 FP -3, CAL PDZ FP-1 6, LANA DNA inh 0.3, NSD2 inh 0, V-ATPase pH 4, CAL PDZ FP-2 -2.9, Pemphigus Ab inh 101, DAGLB inh -6 and Arr AP2 block 27.
Screening COc1ccc2sc(-c3ccc(N(C)C)cc3)c(-c3cnc(OC)nc3)c2c1 returned RTF Ca sens inh -5, Keap1 Nrf2 FP -5, CAL PDZ FP-1 -4, LANA DNA inh 2.4, V-ATPase pH 0, CAL PDZ FP-2 0.1, Pemphigus Ab inh 104, DAGLB inh -2 and Arr AP2 block 4.
`CCC(=Nc1ccccc1)C1=C(O)CCCC1=O` gave NSD2 inh -1, V-ATPase pH -1, Pemphigus Ab inh 94 and Arr AP2 block 9.
CC(C)CNC(=O)CO/N=C/c1ccccc1Cl was read as RTF Ca sens inh -4, Keap1 Nrf2 FP 1, CAL PDZ FP-1 -3, LANA DNA inh 0.3, V-ATPase pH -1, CAL PDZ FP-2 -2.4, Pemphigus Ab inh 127, DAGLB inh -2 and Arr AP2 block 5.
For O=C1CC(N2CCN(c3nc4ccccc4s3)CC2)C(=O)N1c1ccc(F)cc1 (configuration not stated) the results were RTF Ca sens inh 0, Keap1 Nrf2 FP -6, CAL PDZ FP-1 -3, LANA DNA inh 0.2, NSD2 inh 1, V-ATPase pH 0, CAL PDZ FP-2 -0.4, Pemphigus Ab inh 109, DAGLB inh 2 and Arr AP2 block 0.
For Cc1ccc(C2CC(=O)C=C(NCC(C)C)C2)cc1 (configuration not stated) the results were RTF Ca sens inh -4, Keap1 Nrf2 FP -2, CAL PDZ FP-1 -2, LANA DNA inh -0.6, NSD2 inh 2, V-ATPase pH 1, CAL PDZ FP-2 -2.1, Pemphigus Ab inh 99, DAGLB inh 0 and Arr AP2 block -5.
`Cn1c(=O)c([N+](=O)[O-])c(Cl)c2ccccc21` gave RTF Ca sens inh -7, Keap1 Nrf2 FP 6, CAL PDZ FP-1 -2, LANA DNA inh -1.2, NSD2 inh 2, V-ATPase pH 32*, CAL PDZ FP-2 -1.9, Pemphigus Ab inh 119, DAGLB inh 1 and Arr AP2 block -4.
For O=C(Nc1ccc(Cc2ccncc2)cc1)c1cc([N+](=O)[O-])ccc1N1CCOCC1 the results were RTF Ca sens inh -4, Keap1 Nrf2 FP -2, CAL PDZ FP-1 4, LANA DNA inh -1.1, NSD2 inh 0, V-ATPase pH 4, CAL PDZ FP-2 0.1, Pemphigus Ab inh 99, DAGLB inh 3 and Arr AP2 block 22.
For COc1ccc(/C=C(\C#N)C(=O)C(C)(C)n2cncn2)cc1 the results were RTF Ca sens inh -15, Keap1 Nrf2 FP -27, CAL PDZ FP-1 -3, LANA DNA inh -0.8, NSD2 inh 1, V-ATPase pH 0, CAL PDZ FP-2 -3.5, Pemphigus Ab inh 103, DAGLB inh 0 and Arr AP2 block -6.
Screening COCCOC(=O)c1c(C)oc2ccc(NS(=O)(=O)c3ccc(C(=O)O)cc3)cc12 returned RTF Ca sens inh -8, Keap1 Nrf2 FP -3, CAL PDZ FP-1 -3, LANA DNA inh 2.2, NSD2 inh 7, V-ATPase pH 0, CAL PDZ FP-2 -2.8, Pemphigus Ab inh 96, DAGLB inh 3 and Arr AP2 block 6.
`CCc1nnc(NC(=O)CSc2nc3cc(OC)ccc3cc2C)s1` gave RTF Ca sens inh -6, Keap1 Nrf2 FP -1, CAL PDZ FP-1 -5, LANA DNA inh 0.1, NSD2 inh -2, V-ATPase pH 2, CAL PDZ FP-2 0.4, Pemphigus Ab inh 95, DAGLB inh 1 and Arr AP2 block 6.
`CC[C@]12c3[nH]c4cc(CCC(=O)N(C)C)ccc4c3CCN1C(=O)[C@@H](CC(=O)NCCCN(C)C)C[C@@H]2C(=O)N1CCN(C(=O)c2ccco2)CC1` gave RTF Ca sens inh -4, Keap1 Nrf2 FP -1, CAL PDZ FP-1 -6, LANA DNA inh -0.5, V-ATPase pH -3, CAL PDZ FP-2 -0.9, Pemphigus Ab inh 112, DAGLB inh -3 and Arr AP2 block -3.
CC(C)CC(=O)NC(C)C(c1cccs1)N1CCOCC1 (configuration not stated) was read as RTF Ca sens inh -3, Keap1 Nrf2 FP -4, CAL PDZ FP-1 -4, LANA DNA inh -15, V-ATPase pH 1, CAL PDZ FP-2 0.5, Pemphigus Ab inh 97, DAGLB inh 2 and Arr AP2 block 44.
COc1cc(/C=C2/SC(=S)NC2=O)ccc1OS(=O)(=O)c1ccc(C)cc1 was read as RTF Ca sens inh -2, Keap1 Nrf2 FP 1, CAL PDZ FP-1 -5, LANA DNA inh 1.5, V-ATPase pH -2, CAL PDZ FP-2 -2.9, Pemphigus Ab inh 90, DAGLB inh 23 and Arr AP2 block 0.
`N#Cc1c(SCC(N)=O)nsc1SCc1ccc(Cl)cc1` gave RTF Ca sens inh -2, Keap1 Nrf2 FP -1, CAL PDZ FP-1 0, LANA DNA inh 0.0, NSD2 inh 1, V-ATPase pH 6, CAL PDZ FP-2 -2.1, Pemphigus Ab inh 81, DAGLB inh 0 and Arr AP2 block 12.
`O=C(NCCNC(=O)c1ccc(Br)o1)c1ccc(Br)o1` gave RTF Ca sens inh -8, Keap1 Nrf2 FP 3, CAL PDZ FP-1 -1, LANA DNA inh -0.8, NSD2 inh -3, V-ATPase pH 7, CAL PDZ FP-2 -1.3, Pemphigus Ab inh 92, DAGLB inh 2 and Arr AP2 block 13.
